Screens deposited in PubChem by Sanford-Burnham Center for Chemical Genomics.
tim10-1 inh: growth inhibitors of tim10-1 mutant yeast; actives 2.2% (n = 330,000); S. cerevisiae tim10-1 ts strain growth, BacTiter-Glo, 24 h; AID 463190; inhibition, % at 20 µM;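 active = inhibition of at least 40%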;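 note: mutant grown at 25 °C; 0% = DMSO wells with yeast and 100% = wells holding no yeast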
TIM10 inh: TIM10 yeast growth inhibition; S. cerevisiae TIM10 strain growth, BacTiter-Glo luminescence, 24 h; inhibition, % at 10 µM; actives 1.4% (n = 330,000); AID 463195;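 active = inhibition of 40% or more at the single tested concentration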;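 note: wild-type TIM10 isogenic control strain grown at permissive 25 °C; 0% = DMSO yeast wells and 100% = minimal medium wells without yeast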
Apaf-1 inh: blocks human Apaf-1 apoptosome activity. reconstituted apoptosome caspase-3 activity, DEVD-Rh110 fluorescence. inhibition, % at 20 µM. actives 0.71% (n = 330,000); active = inhibition of at least 40% at 20 µM;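 note: plate controls were DMSO wells for no effect and DEVD-CHO caspase inhibitor wells for full effect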
Target sequence (O14727 whole entry, looked up): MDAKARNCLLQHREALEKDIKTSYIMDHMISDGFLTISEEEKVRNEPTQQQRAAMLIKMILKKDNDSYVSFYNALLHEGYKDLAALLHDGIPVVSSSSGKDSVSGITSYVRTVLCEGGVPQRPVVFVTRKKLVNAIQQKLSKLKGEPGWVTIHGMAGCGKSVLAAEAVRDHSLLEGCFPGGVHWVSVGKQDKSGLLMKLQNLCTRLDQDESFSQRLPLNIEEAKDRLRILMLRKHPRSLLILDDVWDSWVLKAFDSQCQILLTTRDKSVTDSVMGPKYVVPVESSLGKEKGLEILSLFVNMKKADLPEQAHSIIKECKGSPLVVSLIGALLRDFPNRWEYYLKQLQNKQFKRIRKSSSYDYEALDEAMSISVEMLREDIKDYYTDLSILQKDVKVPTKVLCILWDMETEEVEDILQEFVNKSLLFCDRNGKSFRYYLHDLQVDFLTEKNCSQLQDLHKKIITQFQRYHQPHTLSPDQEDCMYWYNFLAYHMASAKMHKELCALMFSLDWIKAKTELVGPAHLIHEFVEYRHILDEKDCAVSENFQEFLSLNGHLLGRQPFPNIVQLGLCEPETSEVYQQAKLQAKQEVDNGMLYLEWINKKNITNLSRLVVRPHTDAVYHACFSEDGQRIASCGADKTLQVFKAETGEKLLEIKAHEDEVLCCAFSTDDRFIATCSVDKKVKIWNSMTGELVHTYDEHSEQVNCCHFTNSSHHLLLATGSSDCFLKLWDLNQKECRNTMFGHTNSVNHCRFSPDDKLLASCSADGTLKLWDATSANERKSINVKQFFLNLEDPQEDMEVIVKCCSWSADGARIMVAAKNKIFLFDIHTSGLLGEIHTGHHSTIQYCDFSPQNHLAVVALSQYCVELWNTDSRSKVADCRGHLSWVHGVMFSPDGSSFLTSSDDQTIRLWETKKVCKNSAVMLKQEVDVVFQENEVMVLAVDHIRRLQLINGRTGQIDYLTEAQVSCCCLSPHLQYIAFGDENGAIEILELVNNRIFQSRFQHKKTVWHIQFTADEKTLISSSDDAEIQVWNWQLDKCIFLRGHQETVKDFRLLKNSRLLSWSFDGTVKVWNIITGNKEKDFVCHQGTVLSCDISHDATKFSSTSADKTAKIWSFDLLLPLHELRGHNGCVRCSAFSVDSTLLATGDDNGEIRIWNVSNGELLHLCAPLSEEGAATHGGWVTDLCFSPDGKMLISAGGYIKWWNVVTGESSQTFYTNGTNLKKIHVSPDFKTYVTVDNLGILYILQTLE
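detection = Rh110 fluorescence intensity | test system = biochemical Apaf-1 apoptosome reconstitution | also added = cytochrome c and DEVD-Rh110 substrate | schedule = 30 min plus 50 min, RT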
NALP3 yeast inh: NALP3 inhibition in yeast. inhibition, % at 10 µM. AID 2825. Yeast reconstituted NLRP3/ASC/caspase-1, beta-gal luminescence, 24 h. actives 0.39% (n = 330,000);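 active = inhibition of 50% or more; inactive = inhibition below 50%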;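 note: plate controls were induced DMSO wells for no effect and uninduced yeast grown without galactose for full effect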
ATG4B inhibitor: blocks human ATG4B protease cleavage of LC3 substrate. inhibition, % at 8.33 µM. ATG4B cleavage of LC3-PLA2, NBD-HPC fluorescence, 1 h. actives 0.51% (n = 340,000). AID 504462. Q9Y4P1; in the data active = inhibition above about 40%
hIAP block: blocks human intestinal alkaline phosphatase; actives 0.12% (n = 330,000); AID 2544; purified IAP, CDP-Star luminescence, 30 min; inhibition, % at 10 µM; P09923;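 active = inhibition reaching a set limit with compound at 10 µM in the primary screen, cut at about 35% in these data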;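 note: plate controls were DMSO wells with enzyme for no effect and no-enzyme buffer wells for full effect; values of inactives mirror those of a sister screen read the other way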
hIAP activ: increases human intestinal alkaline phosphatase activity; activation factor at 10 µM; actives 0.16% (n = 330,000); P09923; purified human IAP, CDP-Star luminescence, 30 min; hits give high values; 1 = vehicle-only enzyme, 0 = enzyme-free background;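 active = activation factor of the enzyme at least 2-fold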; note: the source names both 10 and 20 µM as test concentration; values of inactives mirror those of a sister screen read the other way
mIAP block: mouse IAP inhibition; purified mouse IAP, CDP-Star luminescence, 30 min; AID 2806; inhibition, % at 10 µM; actives 0.2% (n = 330,000);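 active = inhibition of at least 40% at 10 µM in the primary screen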;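 note: plate controls were DMSO with enzyme for no effect and no enzyme wells for full effect; values of inactives mirror those of a sister screen read the other way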
mIAP act: increases mouse intestinal alkaline phosphatase activity. muIAP, CDP-Star luminescence, 30 min; hits give high values; 1 = vehicle-only enzyme signal, 0 = enzyme-free wells. activation factor at 10 µM. actives 0.24% (n = 330,000). AID 2805;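 active = activation factor of at least 2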; note: the source names both 10 and 20 µM as test concentration; values of inactives mirror those of a sister screen read the other way
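also added = chemiluminescent substrate CDP-Star | test system = mouse IAP enzyme | signal = chemiluminescence readout | compound = DMSO-dissolved test compounds | incubation = 30 min at room temperature | benchmarks = DMSO wells, no-enzyme wells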
Numbers without * were called inactive. Rows were taken by chance, and some 4.5% of all compounds hit somewhere here.

SMILES	tim10-1 inh	TIM10 inh	Apaf-1 inh	NALP3 yeast inh	ATG4B inhibitor	hIAP block	hIAP activ	mIAP block	mIAP act
Cn1c(C=O)c(-c2ccc3c(c2)OCCO3)c2ccccc21	27	27	10	12	4	-8	1.1	15	0.85
COc1ccc(CNC(=O)CCC(=O)c2ccccc2)cc1	-2	-2	-17	2	0	8	0.93	14	0.86
Cc1oc(-c2cccs2)nc1CS(=O)CC(=O)NC1CCCCCC1 (stereo not given)	28	12	-2	16	-6	-10	1.1	10	0.9
CCCCNC(=S)NC(=O)c1ccc(Cl)cc1Cl	49*	38	14	6	11	-11	1.1	4	0.96
Cc1cc(Cl)ccc1OCC(=O)N/N=C/c1ccc(OC2OC(CO)C(O)C(O)C2O)cc1 (stereo not given)	15	8	-17	0	-6	-10	1.1	-12	1.1
COc1ccccc1-n1c(SCC(=O)NC2CCS(=O)(=O)C2)nc2ccccc2c1=O (stereo not given)	-3	1	12	8	3	0	1	-10	1.1
Cc1ccc(S(=O)(=O)Nc2cccc(C(=O)NCCCn3ccnc3)c2)cc1F	-5	-4	-4	15	2	-4	1	-4	1
O=C(Cc1coc2ccc3ccccc3c12)N1CCN(c2ncccn2)CC1	43*	20	18	27	-9	3	0.97	-1	1
Cc1ccc(Oc2ccccc2)c(NC=O)c1	19	0	4	1	8	5	0.95	-6	1.1
CCOn1c(=O)c(-c2cccs2)[n+]([O-])c2ccccc21	57*	35	6	11	-3	-7	1.1	-10	1.1
O=C(Nc1cccc(F)c1)c1ccco1	15	17	-4	20	-18	-10	1.1	-18	1.2
CCc1n[nH]c2c1/C(=N/O)CCC2	4	0	1	13	-3	2	0.98	5	0.95
CC1CCCC(NC(=O)CN(C)S(=O)(=O)c2cnc[nH]2)C1C (stereo not given)	-22	-5	3	-5	-3	-10	1.1	-2	1
O=C(COC(=O)/C=C/c1nc2ccccc2s1)Nc1ccccc1Oc1ccccc1	25	19	3	15	8	6	0.94	2	0.98
COc1ccccc1N1CCN(C(=O)C2C3C=CC4(CN(Cc5ccccc5Cl)C(=O)C24)O3)CC1 (stereo not given)	4	5	-1	14	-5	0	1	-5	1
O=C1OCCC1Sc1nnnn1-c1ccccc1 (stereo not given)	8	9	5	-8	-14	16	0.84	-13	1.1
O=C(Nc1cccc(C(F)(F)F)c1)c1cc[n+]([O-])cc1	10	6	11	16	-8	9	0.91	-9	1.1
COc1ccc(S(=O)(=O)Nc2cccc3c2O[C@H](CN(C)Cc2ccc(C(=O)O)cc2)[C@@H](C)CN([C@H](C)CO)C3=O)cc1	7	-4	2	-12	-7	-10	1.1	7	0.93
O=C1CCCc2cc3c(cc21)CC1(C3)Cc2cc3c(cc2C1)C(=O)CCC3	28	-6	27	37	1	20	0.8	0	1
COc1ccc(OCC(=O)NCCS(=O)(=O)N2CCN(c3ccc(F)cc3)CC2)cc1	18	-6	0	7	-7	13	0.87	0	1
CCC(C)NC(=O)COC(=O)c1ccccc1OCC(=O)Nc1ccc(Br)cc1 (stereo not given)	11	7	-4	12	1	-13	1.1	3	0.97
O=C(Cn1ncc(Cl)c(Cl)c1=O)N1CCN(S(=O)(=O)c2ccc3ccccc3c2)CC1	38	27	6	-7	-4	-10	1.1	9	0.91
CC(=O)c1c(C)[nH]c(C(=O)NNC(=O)COc2cc(C)cc(C)c2)c1C	3	0	-4	2	0	-21	1.2	17	0.83
CCc1nnc(NC(=O)COC(=O)c2cc(OC)cc(OC)c2)s1	-13	-6	1	23	3	-1	1	-2	1
CCOC(=O)c1c(C)[nH]c(C(=O)OCC(=O)NC(C)C)c1C	12	-19	-7	3	-3	0	1	1	0.99
CN(CC(=O)Nc1ccc(F)cc1)C(=O)COC(=O)c1cc([N+](=O)[O-])ccc1N1CCOCC1	-9	-3	5	2	-6	0	1	3	0.97
Cc1nc2cc(-c3ccccc3)nn2c(C)c1CCC(=O)NC(C)c1ccc2c(c1)OCCO2 (stereo not given)	-4	-2	10	-1	-12	-6	1.1	-23	1.2
O=C(Nc1ccc2c(c1)OCO2)Nc1ccc2c(c1)OCO2	1	3	5	4	6	-18	1.2	6	0.94
Cc1ccc(NS(=O)(=O)c2cc(C(=O)NCCCN(C)C)ccc2Cl)cc1Cl	-18	-3	2	21	-6	24	0.76	8	0.92
Cc1ccc(-n2cnc3c(sc4nccc(N(C)C)c43)c2=O)cc1	20	6	7	14	-3	10	0.9	5	0.95
COC(=O)C1=C(CSCc2ccco2)NC(=O)NC1c1cc(C)ccc1C (stereo not given)	13	6	12	-3	-10	5	0.95	18	0.82
CN1CCN(/N=C/c2nc(-c3ccccc3)n3ccccc23)CC1	12	9	2	9	27	-24	1.2	-4	1
COc1cc2c(cc1OC)C(c1cccs1)CC(=O)N2 (stereo not given)	-4	2	-3	19	-2	-23	1.2	-2	1
Cc1nn(-c2ccc(Cl)cc2)c(=O)c2c(C)noc12	-5	4	-25	6	-6	-55	1.6	-11	1.1
Cc1cc(NC(=O)c2ccccc2Cl)no1	-5	6	-9	32	7	-16	1.2	6	0.94
O=C(Cc1cccs1)NC1(C(=O)NC2CCCC2)CCCCC1	20	7	-1	-4	8	4	0.96	-4	1
CC1CCN(C(=O)C2CCCN(S(C)(=O)=O)C2)CC1 (stereo not given)	-1	-4	-14	7	6	23	0.77	-2	1
O=C(OCCN1CCCCC1)c1cccc(Cl)c1	-3	-2	3	-18	5	5	0.95	5	0.95
c1ccc(-c2noc(-c3cccc4ccccc34)n2)cc1	12	17	7	-12	-11	11	0.89	7	0.93
CCOC(=O)N1CCN(C(=O)c2ccc(Cn3c(=S)[nH]c4ccc(Br)cc4c3=O)cc2)CC1	-2	9	21	-2	5	-20	1.2	15	0.85
O=C(Cc1sc(-c2ccccc2Cl)nc1-c1ccccc1)Nc1ccc(F)cc1	1	-6	-3	-2	8	2	0.98	-11	1.1
COC(=O)c1sccc1NC(=O)c1cccs1	17	9	-14	21	-7	2	0.98	3	0.97
O=C(NCc1ccccn1)c1cc(-c2ccc(Cl)cc2)oc1C(F)(F)F	32	1	17	31	6	-8	1.1	-7	1.1
COc1cccc(N(C(=O)c2cccs2)c2nc3ccccc3s2)c1	3	0	11	14	8	14	0.86	-3	1
COc1ccc(N2CCN(C(C)C(=O)N3CC(C)OC(C)C3)CC2)cc1 (stereo not given)	3	5	-17	11	-3	-7	1.1	-8	1.1
COC(=O)Nc1ccc(S(=O)(=O)N2CCCC(C(=O)NC3CCCCC3)C2)cc1 (stereo not given)	8	7	-18	-1	2	2	0.98	-6	1.1
CC1CCN(S(=O)(=O)c2ccc([N+](=O)[O-])cc2)CC1	28	22	5	32	-1	11	0.89	7	0.93
Cc1ccc2c(CC(=O)NC3CCCc4ccccc43)coc2c1 (stereo not given)	5	12	8	28	18	1	0.99	-11	1.1
CCN(CC(=O)NCc1ccc(Cl)cc1)C(=O)/C=C/c1ccc(Cl)c([N+](=O)[O-])c1	16	14	10	9	4	-26	1.3	3	0.97
CN(C1CCCCC1)S(=O)(=O)c1ccc(Cl)c(C(=O)O)c1	8	5	-1	5	-5	4	0.96	4	0.96
The list continues.
SMILES	tim10-1 inh	TIM10 inh	Apaf-1 inh	NALP3 yeast inh	ATG4B inhibitor	hIAP block	hIAP activ	mIAP block	mIAP act
CCNS(=O)(=O)c1ccc(CCC(=O)NCc2ccncc2)cc1	9	5	-11	-2	7	-4	1	7	0.93
COc1cc(NC(=O)CCCSc2nc(-c3ccco3)cc(C(F)(F)F)n2)cc(OC)c1OC	30	14	20	5	10	-4	1	4	0.96
C=C1C(=O)O[C@@H]2[C@H]1[C@@H](OC(=O)/C(C)=C/C)C/C(C)=C\C(=O)/C=C(\C)[C@@H]2O	37	23	2	5	-2	15	0.85	2	0.98
N=C1C(c2ccccc2)=C(O)CN1c1ccccc1N1CCOCC1	-2	1	-3	5	9	20	0.8	4	0.96
CCn1c(COc2ccc3c(c2)OCO3)nnc1SCC(=O)O	-5	0	-9	9	0	9	0.91	1	0.99
C[C@@H]1CN(C2CCN(Cc3nc(CC4CC4)no3)CC2)C[C@H](C)O1	-5	9	-2	12	-7	-17	1.2	3	0.97
Cc1ccc(S(=O)(=O)NC2CC(C)(C)N(O)C(C)(C)C2)cc1	-13	-7	-9	31	-5	10	0.9	-6	1.1
